Assay outcomes (PubChem BioAssay)
Tcruzi prolif: T. cruzi proliferation inhibition; inhibition, % at 8.34 µM; actives 5.9% (n = 77,000); T. cruzi beta-gal in NIH3T3, GalScreen luminescence, 90 h;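 active = mean inhibition above about 93%, with at least 55% of replicates each passing it, limit read from the data, passing the limit was not always enough; inconclusive = only one of those two conditions holds; inactive = neither condition holds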
Pf Dd2 growth: inhibitors of Plasmodium falciparum Dd2 growth; P. falciparum Dd2 growth, SYBR Green, 72 h; hits give low values; activity change, % at 10 µM; actives 2.3% (n = 94,000); in the data active = activity change below about -80%; inconclusive = no clear call, values can overlap the other calls
C diff HTS: blocks growth of Clostridium difficile | growth activity, negative = inhibition, % at 16 µg/mL (by protocol) | Clostridium difficile clinical isolate growth, OD600, 24 h; hits give low values | AID 1259249 | actives 0.25% (n = 86,000);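 active = mean growth activity at or below -80% and every replicate also at or below -80%; inconclusive = mean at or below -80% but some replicate above -80%; inactive = mean growth activity above -80%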;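 also: 0% = DMSO wells and -100% = levofloxacin 16 µg/mL wells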
GASC1 inh: KDM4C (human) demethylase inhibition; inhibition, % at 12.5 µM; GST-KDM4C 2-372, H3K9me3 peptide, LANCE TR-FRET; AID 720574; actives 0.15% (n = 96,000); Q9H3R0;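 active = mean replicate inhibition above about 25%, with at least 55% of replicates also reaching it, limit read from the data, passing the limit was not always enough; inconclusive = only one of those two conditions met; inactive = neither condition met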
Target sequence (Q9H3R0 2-372 limits assumed): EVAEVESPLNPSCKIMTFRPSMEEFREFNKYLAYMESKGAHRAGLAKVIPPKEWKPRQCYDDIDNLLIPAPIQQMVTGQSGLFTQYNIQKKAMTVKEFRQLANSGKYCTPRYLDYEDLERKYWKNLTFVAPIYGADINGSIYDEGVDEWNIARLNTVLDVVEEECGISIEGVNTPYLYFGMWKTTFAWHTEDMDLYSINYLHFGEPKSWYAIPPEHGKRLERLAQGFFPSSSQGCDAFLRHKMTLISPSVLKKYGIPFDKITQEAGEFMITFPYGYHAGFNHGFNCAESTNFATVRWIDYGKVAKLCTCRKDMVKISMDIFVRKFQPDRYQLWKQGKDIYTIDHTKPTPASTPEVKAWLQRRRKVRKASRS
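Material: GST-tagged GASC-1 (JMJD2C) catalytic fragment, aa 2-372. Input: enzyme final amount 10 nM. Medium: HEPES buffer, pH 7.5, plus ascorbate. Reagent: H3K9me3 peptide substrate, Fe(II), 2-oxoglutarate. Doses: single dose. Times: reaction 30 min RT, detection step 1 h RT. Measured by: LANCE TR-FRET. Evaluation: Fall in 671/618 emission ratio as inhibition.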
The depositor's hits bear a star; ? = inconclusive; / = not tested or not shown; & = joins results of further samples.

item	SMILES	Tcruzi prolif	Pf Dd2 growth	C diff HTS	GASC1 inh
1	Cc1noc(C)c1S(=O)(=O)N(C)C[C@H]1OCCCC[C@H](C)Oc2ccc(NC(=O)CCC(F)(F)F)cc2C(=O)N([C@@H](C)CO)C[C@H]1C	31	-25	1	0.8
2	CCC(=O)N(C)C[C@@H]1[C@@H](c2ccc(C3=CCCCC3)cc2)[C@H](CO)N1C(=O)CC	15	10	-2	0.7
3	CO[C@H]1CN(C)C(=O)c2cc(NC(C)=O)ccc2OC[C@@H](C)N(CCC(F)(F)F)C[C@H]1C	-3	8	/	0.2
4	CN1[C@@H]2Cn3c(ccc(/C=C/c4ccccc4)c3=O)[C@H]1[C@@H](C(=O)NC1CCC1)[C@@H]2CO	22	-1	2	-1.7
5	C[C@@H]1CCCCO[C@H](CN(C)S(=O)(=O)c2ccc(F)cc2)[C@@H](C)CN([C@H](C)CO)C(=O)c2cc(NC(=O)Cc3ccccc3)ccc2O1	6	-59	/	-1.5
6	Cc1ccc(S(=O)(=O)N(C)C[C@H]2OCCCC[C@H](C)Oc3ccc(NC(=O)Cc4ccccc4)cc3C(=O)N([C@H](C)CO)C[C@H]2C)cc1	55	?	/	0.0
7	CO[C@H]1CN(C)C(=O)c2ccc(NS(=O)(=O)c3ccc(C)cc3)cc2OC[C@@H](C)N(C(=O)NC(C)C)C[C@H]1C	62	/	/	0.7
8	CO[C@@H]1CN(C)C(=O)c2cc(NC(C)=O)ccc2OC[C@H](C)N(Cc2cccnc2)C[C@@H]1C	-31	14	-1	-0.3
9	CCCNC(=O)C[C@H]1CC[C@@H]2[C@H](COc3ccc(NC(=O)COC)cc3C(=O)N2C)O1	43	11	-5	-0.5
10	CCCNC(=O)N1[C@@H]2c3ccc(-c4ccc(F)cc4)c(=O)n3C[C@@H]2[C@@H](CO)[C@@H]1C(=O)N1CCCCC1	102*	/	-2	-0.6
11	CNC[C@H]1Oc2c(NS(=O)(=O)c3cn(C)cn3)cccc2C(=O)N([C@H](C)CO)C[C@@H]1C	-42	46	-4	1.6
12	CO[C@@H]1CN(C)C(=O)c2ccc(NC(=O)CC(F)(F)F)cc2OC[C@@H](C)N(S(=O)(=O)c2cn(C)cn2)C[C@@H]1C	28	22	/	0.2
13	Cc1ccc(S(=O)(=O)N(C)C[C@H]2OCCCC[C@@H](C)Oc3ccc(NS(=O)(=O)c4ccccc4)cc3C(=O)N([C@@H](C)CO)C[C@H]2C)cc1	?	-48	12	-2.3
14	COCC(=O)N(C)C[C@@H]1Oc2cc(C#CCC3CCCC3)ccc2S(=O)(=O)N([C@H](C)CO)C[C@@H]1C	/	-10	7	6.0
15	CN(C)CC#Cc1ccc([C@@H]2[C@H]3CN(C(=O)c4ccccc4)CC(=O)N3[C@H]2CO)cc1	/	-9	5	0.9
16	COc1ccc2c3c(n(C)c2c1)[C@H](CO)NCC31CN(C(C)=O)C1	/	7	-3	0.6
17	COc1ccccc1C#Cc1ccc2c(c1)O[C@@H](CN(C)Cc1cccnc1)[C@H](C)CN([C@@H](C)CO)S2(=O)=O	/	-83*	5	-1.5
18	C[C@H]1CCCCO[C@H](CN(C)C(=O)NC2CCCCC2)[C@@H](C)CN([C@@H](C)CO)C(=O)c2cc(NS(=O)(=O)c3ccccc3)ccc2O1	103*	-67	-1	-1.7
19	CO[C@H]1CN(C)C(=O)c2cc(NS(=O)(=O)c3ccc(Cl)cc3)ccc2OC[C@@H](C)N(C(=O)NC(C)C)C[C@@H]1C	31	/	/	-2.2
20	COc1ccc(NC(=O)Nc2ccc3c(c2)C(=O)N([C@@H](C)CO)C[C@@H](C)[C@H](CN(C)Cc2ccccc2)O3)cc1	-14	4	-6	-0.4
21	C[C@@H]1CCCCO[C@@H](CN(C)CC2CC2)[C@H](C)CN([C@@H](C)CO)C(=O)c2cc(NC(=O)NC3CCCCC3)ccc2O1	2	-33	13	-0.7
22	O=C(Nc1ccccc1)N1C[C@H]2[C@@H](c3ccccc31)[C@@H](CO)N2CC1CCCC1	38	-11	-1	-0.5
23	COc1ccc(NC(=O)N[C@H]2CC[C@H](CCNC(=O)c3ccccc3F)O[C@@H]2CO)cc1	-11	-10	-2	-1.2
24	CCCNC(=O)N(C)C[C@@H]1Oc2ncc(-c3ccc(F)cc3)cc2C(=O)N([C@H](C)CO)C[C@@H]1C	/	18	0	-0.3
25	CN1C[C@H]2[C@@H](c3ccccc31)[C@@H](CO)N2C(=O)C1CCCC1	-17	8	-5	3.5
26	Cc1ccc(S(=O)(=O)N(C)C[C@@H]2Oc3ccc(NS(=O)(=O)c4ccccc4)cc3CC(=O)N([C@H](C)CO)C[C@H]2C)cc1	7	8	-11	2.6
27	COc1ccccc1-c1ccc([C@H]2[C@H](CO)N3CCCCN(C(=O)c4cccnc4)C[C@@H]23)cc1	97*	-15	-7	-0.1
28	C[C@@H]1CCCCO[C@@H](CN(C)S(=O)(=O)c2cn(C)cn2)[C@@H](C)CN([C@H](C)CO)C(=O)c2cc(NC(=O)CCC(F)(F)F)ccc2O1	48	32	-12	0.6
29	CCCC#Cc1cnc2c(c1)C(=O)N([C@H](C)CO)C[C@@H](C)[C@@H](CN(C)Cc1ccncc1)O2	73	16	/	2.6
30	CCCC#Cc1cnc2c(c1)C(=O)N([C@@H](C)CO)C[C@H](C)[C@H](CN(C)C(=O)NCCC)O2	25	-7	-1	0.9

Along the list, from the results shown:
Nos. 21 to 30 in C diff HTS: 13, -1, -2, 0, -5, -11, -7, -12, /, -1

Part of the list above in order of length of the SMILES, smallest number first.
item	SMILES	Tcruzi prolif	Pf Dd2 growth	C diff HTS	GASC1 inh
25	CN1C[C@H]2[C@@H](c3ccccc31)[C@@H](CO)N2C(=O)C1CCCC1	-17	8	-5	3.5
29	CCCC#Cc1cnc2c(c1)C(=O)N([C@H](C)CO)C[C@@H](C)[C@@H](CN(C)Cc1ccncc1)O2	73	16	/	2.6
21	C[C@@H]1CCCCO[C@@H](CN(C)CC2CC2)[C@H](C)CN([C@@H](C)CO)C(=O)c2cc(NC(=O)NC3CCCCC3)ccc2O1	2	-33	13	-0.7

Following part
item	SMILES	Tcruzi prolif	Pf Dd2 growth	C diff HTS	GASC1 inh
31	Cc1ccccc1S(=O)(=O)N1CC[C@@H]2[C@@H](CO)Nc3ccc(-c4ccc(F)cc4)cc3[C@@H]21	19	-7	50	-1.9
32	CC(C)CC#Cc1ccc2c(c1)O[C@@H](CN(C)Cc1ccc(F)cc1)[C@@H](C)CN([C@H](C)CO)S2(=O)=O	102	-7	16	-2.2
33	O=C(C[C@H]1CC[C@H](NS(=O)(=O)c2ccc(F)cc2)[C@H](CO)O1)NCCc1ccncc1	0	24	2	0.4
34	N#C[C@@H]1[C@H](c2ccccc2-c2cccc(F)c2)[C@H](CO)N1C(=O)C1CCCCC1	/	-41	-16	0.9
35	CC(C)NC(=O)Nc1ccc2c(c1)CC(=O)N([C@H](C)CO)C[C@H](C)[C@H](CN(C)Cc1ccc(C(=O)Nc3ccccc3N)cc1)O2	58	-66	6	-0.5
36	Cc1noc(C)c1NC(=O)N(C)C[C@@H]1Oc2ccc(NS(=O)(=O)c3ccc(F)cc3)cc2CC(=O)N([C@@H](C)CO)C[C@H]1C	5	-8	1	-1.0
37	COCCNC(=O)C[C@H]1C[C@@H]2c3cc(NC(=O)NC4CCCC4)ccc3O[C@@H]2[C@@H](CO)O1	-1	5	3	0.8
38	C[C@H](CO)N1C[C@H](C)[C@H](CN(C)S(=O)(=O)c2cccs2)OCCCC[C@H](C)Oc2ccc(NS(=O)(=O)c3cccs3)cc2C1=O	30	-4	-9	-1.1
39	CCC(=O)Nc1ccc2c(c1)C(=O)N(C)[C@H]1CC[C@H](CC(=O)NCc3ccccc3)O[C@@H]1CO2	17	18	-16	-1.7
40	CC(C)CC#Cc1ccc2c(c1)O[C@@H](CN(C)C(=O)Nc1ccccc1F)[C@@H](C)CN([C@@H](C)CO)S2(=O)=O	83	-65	-4	-1.6

Pf Dd2 growth: hit marks shown above.
#	Molecule	Pf Dd2 growth	C diff HTS	GASC1 inh
17	COc1ccccc1C#Cc1ccc2c(c1)O[C@@H](CN(C)Cc1cccnc1)[C@H](C)CN([C@@H](C)CO)S2(=O)=O	-83*	5	-1.5

More results follow:
item	SMILES	Tcruzi prolif	Pf Dd2 growth	C diff HTS	GASC1 inh
41	C/C=C/c1ccc2c(c1)O[C@@H](CN(C)C(=O)Nc1ccc(F)cc1)[C@H](C)CN([C@H](C)CO)S2(=O)=O	11	-2	2	-2.1
42	CO[C@@H]1CN(C)C(=O)c2cc(NC(=O)C3CCCC3)ccc2OC[C@@H](C)N(C(=O)CC2CC2)C[C@H]1C	-42	2	/	-0.5
43	CO[C@@H]1CN(C)C(=O)c2ccc(NS(=O)(=O)c3cccc(F)c3)cc2OC[C@@H](C)N(C(=O)Cc2cccnc2)C[C@@H]1C	/	0	/	0.8
44	C[C@H]1CN([C@@H](C)CO)S(=O)(=O)c2ccc(-c3cncnc3)cc2O[C@H]1CN(C)C(=O)C1CC1	53	26	6	19
45	C[C@H](CO)N1C[C@H](C)[C@H](CN(C)Cc2ccncc2)Oc2c(NC(=O)C3CCCCC3)cccc2C1=O	-11	7	13	-0.8
46	CO[C@@H]1CN(C)C(=O)c2cc(NC(=O)C3CCCC3)ccc2OC[C@@H](C)N(C(=O)CC2CC2)C[C@@H]1C	-48	1	/	-0.3
47	C[C@@H]1CN([C@@H](C)CO)C(=O)Cc2cc(NS(=O)(=O)c3cn(C)cn3)ccc2O[C@H]1CN(C)C(=O)Nc1cccc2ccccc12	-16	16	-4	-0.5
48	COc1cccc(S(=O)(=O)N(C)C[C@H]2OCc3cn(nn3)CCCC(=O)N([C@H](C)CO)C[C@@H]2C)c1	?	23&3	-2	0.8
49	O=C(c1ccccc1)N1C[C@@H]2[C@H](c3ccccc31)[C@H](CO)N2C(=O)CN1CCOCC1	10	-17	-2	-2.1
50	C[C@H](CO)N1C[C@H](C)[C@@H](CN(C)Cc2ccc(Oc3ccccc3)cc2)Oc2c(NC(=O)c3nc4ccccc4s3)cccc2C1=O	75	-59	4	-0.5
51	CCCNC(=O)N1CC(=O)N2[C@@H](CO)[C@@H](c3ccc(C#CCC4CCCC4)cc3)[C@@H]2C1	/	-2	2	-2.0
52	CCC(=O)N1CC[C@@H]2[C@H]1c1cc(-c3cccc(C#N)c3)ccc1N[C@@H]2CO	67	3	6	-1.2
53	C[C@H]1CN([C@@H](C)CO)C(=O)c2cccc(NC(=O)Nc3ccccc3)c2O[C@@H]1CN(C)Cc1ccc(-c2ccccc2)cc1	46	-30	0	1.3
54	COc1ccc(S(=O)(=O)Nc2ccc3c(c2)C(=O)N([C@H](C)CO)C[C@@H](C)[C@H](CN(C)C(=O)C2CCCCC2)OCCCC[C@H](C)O3)cc1	61	-40	-6	13
55	C[C@@H]1CN([C@H](C)CO)C(=O)c2cc(NS(=O)(=O)c3cccs3)ccc2O[C@@H](C)CCCCO[C@@H]1CN(C)S(=O)(=O)c1ccc(F)cc1	52	-89*	19	1.8
56	COc1ccc(S(=O)(=O)N[C@@H]2C=C[C@H](CC(=O)N3CCc4ccccc4C3)O[C@H]2CO)cc1	48	-5	/	-1.0
57	O=S(=O)(c1ccc(F)cc1)N1C[C@H]2[C@@H](c3ccccc31)[C@@H](CO)N2Cc1ccccc1Cl	73	-43	-7	0.0
58	CC(=O)N(C)C[C@@H]1Oc2ncc(-c3cccc(F)c3)cc2C(=O)N([C@@H](C)CO)C[C@H]1C	4	28	1	0.1
59	C[C@@H]1CCCCO[C@H](CN(C)Cc2ccccc2)[C@@H](C)CN([C@@H](C)CO)C(=O)c2cc(NC(=O)Cc3ccccc3)ccc2O1	/	-57	2	-0.9
60	CCNC(=O)c1cc2c(c(-c3cccc(-c4cccnc4)c3)n1)[C@@H](CCO)N(S(C)(=O)=O)C2	/	5	8	/
61	C[C@@H]1CCCCO[C@@H](CN(C)CC2CC2)[C@H](C)CN([C@H](C)CO)C(=O)c2cc(NC(=O)Nc3ccc(C(F)(F)F)cc3)ccc2O1	53	-69	-9	-0.1
62	O=C(Cc1cccnc1)N[C@@H]1CC[C@H](CCn2cc(Cc3ccccc3)nn2)O[C@@H]1CO	16	26	-4	-0.3
63	C[C@H](CO)N1C[C@H](C)[C@H](CN(C)C(=O)C2CCCCC2)Oc2ncc(/C=C/c3ccccc3)cc2C1=O	85	?	-6	0.2
64	C[C@@H]1CN([C@@H](C)CO)C(=O)Cc2cc(NC(=O)Cc3cn(C)c4ccccc34)ccc2O[C@H]1CN(C)S(=O)(=O)c1cn(C)cn1	4	-23	16	0.6
65	CCCC#Cc1ccc([C@H]2[C@@H](C#N)N(C(=O)C3CCCCC3)[C@H]2CO)cc1	91	-59	-12	-1.2
66	O=C(O)C[C@@H]1C[C@@H]2c3cc(NC(=O)c4ccc5c(c4)OCO5)ccc3O[C@@H]2[C@@H](CO)O1	-37	13	-1	-0.1
67	COc1ccc(NC(=O)Nc2ccc3c(c2)C(=O)N([C@H](C)CO)C[C@H](C)[C@@H](CN(C)C(=O)NC(C)C)O3)cc1	-10	-11	-11	-1.0
